HEK293 tox – Cytotoxic Profiling in HEK 293 Cell Line of Diverse Libraries Using Quantitative High-Throughput Screening; 94,000 compounds, 6.6% hits; Potency, µM (top dose mostly 115 µM), for inactives: at the top dose activity change, negative = cytotoxicity, actives largely listed as inhibitors; AID 1345083, 2018; HEK 293 viability, ATP luminescence (CellTiter-Glo), 48-72 h; also: potency is read from the fitted curve at half-maximal effect; nearly all actives have a fitted effect of over 60% in size
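Read-out: CellTiter-Glo ATP luminescence. Cells: HEK 293, 250 cells/well. Exposure: 48 or 72 hr, 37 degree Celsius.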
3T3 cytotox – Cytotoxic Profiling in NIH 3T3 Cell Line of Diverse Libraries Using Quantitative High-Throughput Screening | Potency, µM (series often up to 96.7 µM), for the others: top-dose activity change, negative = cytotoxicity, actives largely listed as inhibitors | 94,000 compounds, 4.3% hits | NIH 3T3 viability, CellTiter-Glo ATP luminescence, 48-72 h; also: potency is read from the fitted curve at half-maximal effect; nearly all actives have a fitted effect of over 55% in size
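Cytotoxicity was measured by CellTiter-Glo ATP luminescence after 48 or 72 h compound exposure at 37 °C. Mouse NIH 3T3 fibroblasts were seeded at 400 cells/well and dosed by 23 nL pin transfer.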
HEK293 viab – GF-AFC viability counterscreen for inhibitors of alpha-synuclein gene (SNCA) expression. HEK-293-SNCA-luc viability, GF-AFC fluorescence, 24 h. Potency, µM (doses to about 57.1 µM), without a hit: at the top dose activity change, negative = cytotoxicity, hits mostly cytotoxic. AID 1671193, 2021. 150,000 compounds, 0.12% hits;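 also: potency is read from the fitted curve at half-maximal effect; 0% = DMSO-treated cells and -100% = medium-only wells without cells; nearly all actives have a fitted effect of over 30% in size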
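Cytotoxicity counterscreen: after 24 h compound treatment of genome-edited SNCA-luciferase HEK-293 cells, live-cell protease substrate GF-AFC read by fluorescence after 30 min; activity scaled between DMSO (0%) and medium-only (-100%), curves Hill-fitted.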
FLuc inh – Firefly luciferase inhibition profiling of diverse chemical library using quantitative high-throughput screening. 76,000 compounds, 2.5% hits. Luciferin 4-monooxygenase (Photinus pyralis), P08659. Potency, µM (highest dose often 115 µM), inactives show top-dose activity change, negative = inhibition, actives largely listed as inhibitors. AID 1347043, 2019. purified P. pyralis luciferase, luminescence, biochemical; also: potency is read from the fitted curve at half-maximal effect; nearly all actives have a fitted effect of over 65% in size
Target sequence (P08659 whole entry, looked up): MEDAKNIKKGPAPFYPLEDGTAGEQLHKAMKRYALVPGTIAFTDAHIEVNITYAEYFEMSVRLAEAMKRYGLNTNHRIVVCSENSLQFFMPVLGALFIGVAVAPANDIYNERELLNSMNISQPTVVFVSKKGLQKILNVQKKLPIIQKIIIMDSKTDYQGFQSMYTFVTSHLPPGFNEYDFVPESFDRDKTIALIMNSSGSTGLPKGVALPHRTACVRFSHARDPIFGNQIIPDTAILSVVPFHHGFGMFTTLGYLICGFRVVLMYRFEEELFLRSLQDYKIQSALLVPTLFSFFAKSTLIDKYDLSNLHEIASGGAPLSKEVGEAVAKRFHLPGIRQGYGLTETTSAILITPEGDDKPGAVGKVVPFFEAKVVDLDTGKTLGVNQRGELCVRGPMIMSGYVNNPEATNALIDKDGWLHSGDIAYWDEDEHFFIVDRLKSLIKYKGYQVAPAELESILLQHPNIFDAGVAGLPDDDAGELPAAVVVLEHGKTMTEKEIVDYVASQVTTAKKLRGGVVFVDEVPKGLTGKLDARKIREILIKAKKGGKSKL
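Luminescence read by CCD imager after adding enzyme (10nM final) to wells holding compound, titrated in qHTS. Substrates 10uM each D-luciferin and ATP; buffer 50mM Tris acetate pH 7.5, 10mM Mg acetate, Tween-20, BSA.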
IP6K1 inhibitor – Primary qHTS assay for small molecule inhibitors of Inositol hexaphosphate kinase 1 (IP6K1); IP6K1 kinase, ADP-Glo luminescence, 2 h; active compounds read low; activity change, % (series mostly up to about 58 µM); 140,000 compounds, 0.81% hits; AID 1645851, 2021; in the data active = activity change below about -25%
Target sequence (Q92551 whole entry, looked up): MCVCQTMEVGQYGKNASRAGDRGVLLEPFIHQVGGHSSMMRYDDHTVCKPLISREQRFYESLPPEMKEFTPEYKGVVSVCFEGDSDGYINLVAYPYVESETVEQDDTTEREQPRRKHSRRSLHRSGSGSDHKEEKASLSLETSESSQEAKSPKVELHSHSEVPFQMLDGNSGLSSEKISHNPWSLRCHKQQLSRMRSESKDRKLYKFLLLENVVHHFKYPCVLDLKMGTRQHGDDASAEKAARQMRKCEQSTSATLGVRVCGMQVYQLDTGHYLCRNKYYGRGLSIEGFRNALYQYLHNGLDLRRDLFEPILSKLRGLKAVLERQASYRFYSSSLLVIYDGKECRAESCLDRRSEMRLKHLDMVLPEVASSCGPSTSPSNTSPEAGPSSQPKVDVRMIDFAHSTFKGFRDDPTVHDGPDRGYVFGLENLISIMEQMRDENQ
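ADP-Glo luminescence measures ADP made by human IP6K1 during a 2 h RT reaction with ATP/IP6 (mix at 1.3 mM/130 uM); top library doses 57.5 and 19.1 uM final.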
SNCA expr inh – Primary qHTS assay for inhibitors of alpha-synuclein gene (SNCA) expression | 140,000 compounds, 0.17% hits | HEK-293 SNCA-luciferase knock-in, luminescence, 24 h | AID 1671194, 2021 | Potency, µM (titrated, usually from 57.2 µM), inactives show at the highest dose activity change, negative = inhibition, usual class: inhibitors;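 also: potency is read from the fitted curve at half-maximal effect; plate controls were DMSO cells for no effect and cell-free wells for full effect; nearly all actives have a fitted effect of over 45% in size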
GPT2 inhibitor – Primary qHTS assay for inhibitors of Glutamate pyruvate transaminase 2 (GPT2); Alanine aminotransferase 2 (Homo sapiens), Q8TD30; Recombinant GPT2, coupled pyruvate oxidase/HRP Amplex Red fluorescence; Potency, µM (titrated, usually from 57.7 µM), inactives show at the top dose activity change, negative = inhibition, usual class: inhibitors; 100,000 compounds, 0.25% hits; also: potency is read from the fitted curve at half-maximal effect; nearly all actives have a fitted effect of over 60% in size; many of its hits are not listed in these tables
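Inhibition is scored from Amplex Red fluorescence generated when pyruvate oxidase and HRP act on pyruvate released by GPT2. Reactions contain 10ng/uL enzyme, 250uM a-KG and 2mM L-alanine and run 30 min at room temperature.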
* hit, by the source's call; [ ] = remark or other dose. Unless noted, calls follow the shape of the dose curve; as a rule, active = well fitted curve in the direction sought with a large enough effect; inconclusive = small, poorly fitted or top-dose-only effect, or another doubt; inactive = no such curve, though single readings can be large; an effect the other way counts as inactive or inconclusive. Unless noted, % is scaled to controls: 0 for no effect and ±100 for the full control effect.

Screening COc1ccc(N2CCN(C3CCCN(CC(=O)N(C)C(C)C)C3)CC2)cc1 (centres undefined) returned HEK293 tox -8%, 3T3 cytotox -1%, HEK293 viab -2%, FLuc inh 5%, IP6K1 inhibitor 1, SNCA expr inh 2% and GPT2 inhibitor inconclusive.
For COC(=O)c1ccc(Nc2nc(-c3ccccc3Cl)nc3ccccc23)cc1 the results were HEK293 viab -8%, IP6K1 inhibitor -11 and SNCA expr inh 14%.
For Cc1ccc(CNC(=O)c2ccc3c(c2)CN(Cc2ccncc2)CCO3)cc1 the results were HEK293 tox inconclusive, 3T3 cytotox inconclusive, HEK293 viab inconclusive, IP6K1 inhibitor -5, SNCA expr inh -39% and GPT2 inhibitor inconclusive.
CN(CCc1ccccn1)[C@H]1[C@@H]2OC[C@@H](O2)[C@@H](NCc2ccc(F)cc2)[C@@H]1O was read as HEK293 tox -13%[172 µM], 3T3 cytotox 1%[174 µM], HEK293 viab 1%[87.6 µM], FLuc inh -6%[172 µM], IP6K1 inhibitor 5, SNCA expr inh -11%[87.6 µM] and GPT2 inhibitor -6%[88.5 µM].
For C=C1CCC2C(C(C)(C)O)CCC2(C)CC(O)C(=C)CCC1O (centres undefined) the results were HEK293 viab 1%, IP6K1 inhibitor 1 and GPT2 inhibitor 2%[27.3 µM].
For CCNC(=O)NCC(=O)N1CCCCCNC(=O)CC1c1ccccc1 (centres undefined) the results were HEK293 tox -4%, 3T3 cytotox -8%, HEK293 viab 2%, FLuc inh -4%, IP6K1 inhibitor 0, SNCA expr inh -11% and GPT2 inhibitor -4%.
`CNC(=O)[C@@H]1CN(C(=O)c2ccc(C(C)(C)C)cc2)C[C@H]1CO` gave HEK293 tox inactive, 3T3 cytotox -3%, HEK293 viab 5%, FLuc inh -2%, IP6K1 inhibitor 16, SNCA expr inh -4% and GPT2 inhibitor inactive.
O=C(c1ccccc1Cl)N1CCCC(C(=O)N2CCC(N3CCOCC3=O)CC2)C1 (centres undefined) was read as HEK293 tox -1%, 3T3 cytotox -17%, HEK293 viab 3%, IP6K1 inhibitor 9, SNCA expr inh 0% and GPT2 inhibitor inactive.
Screening CCOC(=O)c1cccc(NC(=O)c2oc3c(c2C)-c2[nH]ncc2CC3)c1 returned HEK293 viab -21%, IP6K1 inhibitor 15 and SNCA expr inh 111%[activator].
O=C(CSc1nncn2c1cc1sccc12)Nc1ccccc1C(F)(F)F was read as HEK293 viab 6%, IP6K1 inhibitor -21 and SNCA expr inh 30%[activator].
Screening Cc1ccc(C(=O)N2CCN(C(=O)N3CC4CC(C3)[C@H]3CCCC(=O)N3C4)CC2)s1 (some centres undefined) returned HEK293 tox -15%, 3T3 cytotox -3%, HEK293 viab 0%, FLuc inh 6%, IP6K1 inhibitor 0, SNCA expr inh 2% and GPT2 inhibitor -10%.
CCOc1ccc(CNC(=O)CCc2c(C)nn(-c3ccc(N4CCOCC4)nn3)c2C)cc1 was read as HEK293 viab -4%, IP6K1 inhibitor -17 and SNCA expr inh 20%.

Grouped by structure: the entries above with a Cl atom.
For COC(=O)c1ccc(Nc2nc(-c3ccccc3Cl)nc3ccccc23)cc1 the results were HEK293 viab -8%, IP6K1 inhibitor -11 and SNCA expr inh 14%.
O=C(c1ccccc1Cl)N1CCCC(C(=O)N2CCC(N3CCOCC3=O)CC2)C1 (centres undefined) was read as HEK293 tox -1%, 3T3 cytotox -17%, HEK293 viab 3%, IP6K1 inhibitor 9, SNCA expr inh 0% and GPT2 inhibitor inactive.

The main list resumes with the 2 entries that preceded the break.
Screening Cc1ccc(C(=O)N2CCN(C(=O)N3CC4CC(C3)[C@H]3CCCC(=O)N3C4)CC2)s1 (some centres undefined) returned HEK293 tox -15%, 3T3 cytotox -3%, HEK293 viab 0%, FLuc inh 6%, IP6K1 inhibitor 0, SNCA expr inh 2% and GPT2 inhibitor -10%.
CCOc1ccc(CNC(=O)CCc2c(C)nn(-c3ccc(N4CCOCC4)nn3)c2C)cc1 was read as HEK293 viab -4%, IP6K1 inhibitor -17 and SNCA expr inh 20%.
Screening COCCN1C(=O)CS(=O)(=O)C12CCN(C(=O)c1ccc(OC)cc1OC)CC2 returned HEK293 tox -14%, 3T3 cytotox -21%, HEK293 viab 8%, FLuc inh -6%, IP6K1 inhibitor 3, SNCA expr inh -8% and GPT2 inhibitor inactive.
For COCCc1noc(-c2nnn3c2COC(c2ccc(F)cc2)C3)n1 (centres undefined) the results were HEK293 tox -2%, 3T3 cytotox -1%, HEK293 viab 0%, FLuc inh 11%, IP6K1 inhibitor 8, SNCA expr inh -29% and GPT2 inhibitor inactive.
Screening COc1ccccc1CNC(=O)c1ccc(N2Cc3cccc(OC)c3Oc3ncccc32)s1 returned HEK293 viab 0%, IP6K1 inhibitor 3 and SNCA expr inh 40%[activator].
For O=C(O)CNC(=O)CNC(=O)Cn1nc2c(cc1=O)CCCC2 the results were HEK293 tox -2%, 3T3 cytotox inactive, HEK293 viab 5%, FLuc inh 2%, IP6K1 inhibitor 7, SNCA expr inh -9% and GPT2 inhibitor -3%.
For O=C(O)Cn1ccc2cc(OCCc3cccc(-c4ccc(F)cc4F)c3)cnc21 the results were HEK293 tox inconclusive, 3T3 cytotox -11%[138 µM], HEK293 viab -11%[87.6 µM], FLuc inh inconclusive, IP6K1 inhibitor -9, SNCA expr inh -11%[87.6 µM] and GPT2 inhibitor 5%[88.5 µM].
Screening CS(=O)(=O)c1ccc(CN2C[C@H](O)C[C@H]2c2nc(-c3ccc(F)cc3)no2)cc1 returned HEK293 tox -25%[172 µM], 3T3 cytotox -12%[138 µM], HEK293 viab -12%[87.6 µM], FLuc inh 45µM*, IP6K1 inhibitor 4, SNCA expr inh 176%[activator][87.6 µM] and GPT2 inhibitor 4%[88.5 µM].
`CC(C)N1CCN(C(=O)C2CCCCC(=O)N2C)CC1` (centres undefined) gave HEK293 tox 1%, 3T3 cytotox 3%, HEK293 viab 7%, FLuc inh 13%, IP6K1 inhibitor 19, SNCA expr inh 5% and GPT2 inhibitor 2%.
`COc1ccc(-c2cc(CC3(NCCC(C)C)COC3)no2)cc1` gave HEK293 tox inconclusive, 3T3 cytotox inconclusive, HEK293 viab -11%[87.6 µM], FLuc inh 0%[172 µM], IP6K1 inhibitor 0, SNCA expr inh -4%[87.6 µM] and GPT2 inhibitor -5%[88.5 µM].
Screening CN(C)C(=O)N1CCCC(c2nc(CCOCC3CCCC3)no2)C1 (centres undefined) returned HEK293 tox inconclusive, 3T3 cytotox -34%, HEK293 viab -3%, IP6K1 inhibitor 11, SNCA expr inh -6% and GPT2 inhibitor -5%.
For CN1C(=O)c2cncnc2OCC1CNC(=O)c1ccc(Cl)cc1 (centres undefined) the results were HEK293 tox inconclusive, 3T3 cytotox -3%[138 µM], HEK293 viab -4%[87.6 µM], FLuc inh -6%[172 µM], IP6K1 inhibitor 16, SNCA expr inh 6%[87.6 µM] and GPT2 inhibitor 1%[88.5 µM].
`CCOc1ccccc1OCC1CNCCO1` (centres undefined) gave HEK293 viab -17%[23.9 µM], IP6K1 inhibitor 3, SNCA expr inh 4%[25.6 µM] and GPT2 inhibitor -5%.
Screening CCCCNc1ncnc2c1CN(C1CCCNCC1)C(=O)CN2C (centres undefined) returned HEK293 tox -3%, 3T3 cytotox -7%, HEK293 viab 4%, IP6K1 inhibitor 12, SNCA expr inh inconclusive and GPT2 inhibitor 4%.
Screening COc1ccc(-n2c(=O)c3sc4ccccc4c3n(CC(=O)N3CCCC3)c2=O)cc1 returned HEK293 viab -21%, IP6K1 inhibitor -14 and SNCA expr inh 14%.
For O=C(NC1CC1)c1ccc2nnc(-c3cccnc3)n2c1 the results were HEK293 tox inactive, 3T3 cytotox inactive, HEK293 viab -4%[87.6 µM], IP6K1 inhibitor 7, SNCA expr inh -19%[87.6 µM] and GPT2 inhibitor 1%[88.5 µM].
Screening CCCNC(=O)N1CCC2(CC1)CC(c1ccccc1)C(=O)N2C (centres undefined) returned HEK293 tox -11%, 3T3 cytotox 0%, HEK293 viab 11%, FLuc inh 1%, IP6K1 inhibitor 1, SNCA expr inh 11% and GPT2 inhibitor inactive[11.5 µM].
Screening Cc1csc2nc(COc3ccccc3NC(=O)c3ccco3)cc(=O)n12 returned HEK293 viab -5%, IP6K1 inhibitor 17 and SNCA expr inh -10%.
CNC(=O)c1cc(C2CC2)nc2c1c(C1CCCN1C(=O)c1cccc(OC)c1)nn2C (centres undefined) was read as HEK293 tox 3%, 3T3 cytotox inactive and IP6K1 inhibitor -8.
`CN(C)C[C@@H]1CN(S(C)(=O)=O)C[C@H]1NC(=O)c1ccc(Cl)s1` gave HEK293 tox -12%, 3T3 cytotox -10%, HEK293 viab 5%, FLuc inh -10%, IP6K1 inhibitor 7, SNCA expr inh 5% and GPT2 inhibitor inactive.
O=C(c1cccnc1)N1CCC(c2nnc3n2C(C(=O)N2CCN(c4ncccn4)CC2)CC3)CC1 (centres undefined) was read as HEK293 tox inactive, 3T3 cytotox inactive, HEK293 viab 0%, IP6K1 inhibitor -11, SNCA expr inh 12% and GPT2 inhibitor -2%.
`Cc1cnc(C2CCOCC2)n1C1CCCN(C(=O)CCc2c[nH]c3ccccc23)C1` (centres undefined) gave HEK293 tox inactive, 3T3 cytotox 1%, HEK293 viab 7%, FLuc inh 0%, IP6K1 inhibitor -12, SNCA expr inh -18% and GPT2 inhibitor -10%.
CN(Cc1ccnn1C)C1CCOc2ccccc21 (centres undefined) was read as HEK293 tox inconclusive, 3T3 cytotox inconclusive, HEK293 viab 14%[87.6 µM], FLuc inh -4%[172 µM], IP6K1 inhibitor -1, SNCA expr inh -6%[87.6 µM] and GPT2 inhibitor inconclusive.
`O=C(Cc1cccc(Cl)c1)N1CCCC(C(=O)N2CCC(N3Cc4cccn4C3=O)CC2)C1` (centres undefined) gave HEK293 tox -20%, 3T3 cytotox -23%, HEK293 viab 0%, IP6K1 inhibitor -13, SNCA expr inh inconclusive and GPT2 inhibitor inactive.

Screening data: PubChem, National Center for Advancing Translational Sciences (NCATS)

An unsorted share of the library. About 7.8% of those tested had a hit in this group.
